# Screening data as filed in PubChem BioAssay.
# HDAC3 inhib: blocks human histone deacetylase 3; AID 2718; O15379; inhibition, % at 8.3 µM; 320,000 tested, 0.15% active; recombinant HDAC3, fluorogenic peptide/trypsin coupled, fluorescence; in the data active = inhibition above about 26%, passing the limit was not always enough; inconclusive = no clear call, values can overlap the other calls
# Target sequence (O15379 whole entry, looked up): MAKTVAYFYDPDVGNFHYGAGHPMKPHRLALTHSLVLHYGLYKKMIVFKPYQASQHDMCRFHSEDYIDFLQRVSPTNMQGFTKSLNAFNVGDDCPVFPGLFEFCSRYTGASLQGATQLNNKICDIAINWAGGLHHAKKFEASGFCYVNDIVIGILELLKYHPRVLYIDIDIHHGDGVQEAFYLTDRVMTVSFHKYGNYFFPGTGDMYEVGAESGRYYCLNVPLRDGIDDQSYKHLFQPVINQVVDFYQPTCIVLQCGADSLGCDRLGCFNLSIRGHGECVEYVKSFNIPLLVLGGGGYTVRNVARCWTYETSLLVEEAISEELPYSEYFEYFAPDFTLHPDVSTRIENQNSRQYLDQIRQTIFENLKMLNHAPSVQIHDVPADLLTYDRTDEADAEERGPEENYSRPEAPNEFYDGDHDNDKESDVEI
# KCNK3 block: human KCNK3 channel inhibition, primary screen | 340,000 tested, 0.84% active | O14649 | CHO-KCNK3 thallium flux, FluxOR fluorescence; stronger effect = lower value | B-score at 10 µM | AID 602410;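 active = B-score under library mean minus 4 SD, starting fluorescence ratio at most library mean plus 5 SD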;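 note: more negative B-score means stronger inhibition of thallium flux through KCNK3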
# Target sequence (O14649 whole entry, looked up): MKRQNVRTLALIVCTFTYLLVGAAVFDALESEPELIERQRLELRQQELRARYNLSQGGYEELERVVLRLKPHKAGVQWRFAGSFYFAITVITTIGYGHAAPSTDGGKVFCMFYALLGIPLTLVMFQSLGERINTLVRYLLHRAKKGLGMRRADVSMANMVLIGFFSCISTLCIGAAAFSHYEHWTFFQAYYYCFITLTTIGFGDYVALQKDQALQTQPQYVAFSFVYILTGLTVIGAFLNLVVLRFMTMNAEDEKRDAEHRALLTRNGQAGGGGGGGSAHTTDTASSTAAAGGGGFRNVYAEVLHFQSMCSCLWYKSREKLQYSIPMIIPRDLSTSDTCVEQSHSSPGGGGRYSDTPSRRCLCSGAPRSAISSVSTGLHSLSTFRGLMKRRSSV
# ANO1 activ: activates or potentiates the mouse TMEM16A chloride channel | HEK293 TMEM16A/YFP-H148Q/I152L, iodide quench fluorescence; stronger effect = lower value | Q8BHY3 | AID 623877 | 340,000 tested, 0.3% active | B-score at 10 µM;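 active = fluorescence-ratio B-score plate-corrected deviation score at least 3 library SD below zero, with starting fluorescence score within 5 deviations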;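 note: channel opened by trigger with iodide after compound preincubation; score built on the fluorescence ratio of max minus min over baseline; more negative score means more quench and so TMEM16A activation or potentiation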
# The depositor's hits bear a star; i = inactive; ? = inconclusive. Not all compounds are listed (hit frequency here may not be typical).
# Values in the order: ANO1 activ	KCNK3 block	HDAC3 inhib
COc1ccc2sc(-c3ccc(S(C)(=O)=O)cc3)c(-c3ccc4c(c3)OCCO4)c2c1
→ i	i	7
COC(=O)c1ccc(OCC(=O)NCCC2=CCCCC2)c(OC)c1
→ i	i	1
NS(=O)(=O)c1ccc(CNC(=O)c2cccc(S(=O)(=O)N3CCc4ccccc43)c2)cc1
→ i	i	1
COc1cc(C#Cc2ccc3cc(CCCO)oc(=O)c3c2)cc(OC)c1
→ i	i	0
COc1cccc(C2=CC(=O)C[C@H](c3ccc(Cl)cc3)C2)c1OC
→ i	i	4
COc1ccc(C)cc1NC(=O)CN1CCN(S(=O)(=O)c2ccc3ccccc3c2)CC1
→ i	i	10
CCN(C(=O)CN1C(=O)CN(C)C1=O)c1cccc2ccccc12
→ i	i	-1
CCC(C(=O)OCC(=O)N1CCN(c2ccc(OC)cc2)CC1)c1ccccc1 (stereo not drawn)
→ i	i	2
COCCn1c(C)cc(/C=N/NC(=O)c2cc3ccccc3cc2O)c1C
→ i	i	-5
Cn1nnnc1Sc1ncnc2scc(-c3ccc([N+](=O)[O-])cc3)c12
→ i	i	1
CCCOc1c(Br)cc(C(=O)OCC(=O)NC(=O)c2cccn2C)cc1OC
→ i	i	3
O=C(NCCC(=O)N1CCN(c2ccccn2)CC1)c1ccc([N+](=O)[O-])cc1
→ i	i	4
COc1ccc(OCCOc2ccc(N(C)S(=O)(=O)c3ccccc3)cc2)cc1
→ i	i	5
Cc1ccc(C(=O)N2CCCCC2C(=O)O)cc1S(=O)(=O)N1CCCCC1 (stereo not drawn)
→ i	i	0
COc1ccc(CNC(=O)c2cccc(S(=O)(=O)N3CCCCC3)c2)cc1OC
→ i	i	-3
O=C1CC(C(=O)N2CCN(c3ccccc3Cl)CC2)CN1Cc1ccccc1 (stereo not drawn)
→ i	i	-5
Nc1c(C(=O)CSc2nc(-c3ccccc3)cs2)c(=O)[nH]c(=O)n1C1CC1
→ i	i	0
CC(C#N)(NC(=O)CN1CCN(S(=O)(=O)c2ccccc2C#N)CC1)C1CC1 (stereo not drawn)
→ i	i	3
O=C(NCc1ccncc1)c1cccc(NS(=O)(=O)c2ccc(F)c(F)c2)c1
→ i	i	18
O=C1C=CC(=C(c2ccc(O)cc2)c2ccc(O)cc2)C=C1
→ i	i	-7
CC(C(=O)N1CCc2ccccc21)N1CCN(S(=O)(=O)c2cccc(C(F)(F)F)c2)CC1 (stereo not drawn)
→ i	i	9
Cc1cccc(NC(=O)CNC(=O)CCNC(=O)c2ccc(C(C)(C)C)cc2)c1C
→ i	i	0
COc1ccc(S(=O)(=O)NCCC(=O)NC2CCCCC2C)cc1[N+](=O)[O-] (stereo not drawn)
→ i	i	9
CCc1cccc(C)c1NC(=O)CCCN1C(=O)CN(C)C1=O
→ i	i	-4
COC(=O)c1ccc(COC(=O)CNC(=O)c2cccc(OC)c2)o1
→ i	i	-3
CC(CC(=O)OCC(=O)NC1CCS(=O)(=O)C1)c1ccccc1 (stereo not drawn)
→ i	i	-1
COc1ccc(C)cc1NC(=O)C1CCCN1S(=O)(=O)c1ccccc1F (stereo not drawn)
→ i	i	-2
CCN(CC(=O)Nc1c(F)cccc1F)C(=O)CNC(=O)c1ccc2ccccc2c1
→ i	i	2
N#Cc1ccccc1OCC(=O)NNC(=O)CCC1CCCC1
→ i	i	2
O=C(Cc1cccc(NC(=O)C2CCN(C(=O)C3CCC3)CC2)c1)Nc1cccc(C(=O)N2CCCC2)c1
→ i	i	4
CCN(CC(=O)Nc1ccc2c(c1)OCCO2)C(=O)CCOc1ccccc1
→ i	i	1
CCOc1ccc(NC(=O)CN2CCCC2c2cccs2)cc1S(=O)(=O)N1CCCC1 (stereo not drawn)
→ i	i	1
Cc1noc(C)c1NC(=O)N(C)C[C@H]1Oc2c(NS(=O)(=O)c3cn(C)cn3)cccc2C(=O)N([C@H](C)CO)C[C@@H]1C
→ i	i	5
CC(OC(=O)C1CCCCC1)C(=O)Nc1ccc(S(N)(=O)=O)cc1 (stereo not drawn)
→ i	i	4
COc1ccc(C2=CN3CCCCC3CC2=O)cc1OC (stereo not drawn)
→ i	i	2
O=C(COC(=O)CCc1nc2ccccc2c(=O)[nH]1)Nc1ccc(OC(F)(F)F)cc1
→ i	i	3
CC(=O)c1c(C)[nH]c(C(=O)CN2CCN(S(=O)(=O)c3ccccc3F)CC2)c1C
→ i	i	-4
CC(C)(C)N(Cc1ccccc1)C(=O)COC(=O)C1CCN(c2ccc(C(F)(F)F)cn2)CC1
→ -44*	i	-3
Cc1ccc(S(=O)(=O)NCCC(=O)NC2CCCCC2C)cc1 (stereo not drawn)
→ i	i	-10
COc1cccc(CN(C)C(=O)CN2C(=O)NC(c3ccccc3)(c3ccccc3)C2=O)c1OC
→ i	i	-4

# Structures from the list above containing a tert-butyl group (2):
# Values in the order: ANO1 activ	KCNK3 block	HDAC3 inhib
Cc1cccc(NC(=O)CNC(=O)CCNC(=O)c2ccc(C(C)(C)C)cc2)c1C
→ i	i	0
CC(C)(C)N(Cc1ccccc1)C(=O)COC(=O)C1CCN(c2ccc(C(F)(F)F)cn2)CC1
→ -44*	i	-3

# Next part.
# Values in the order: ANO1 activ	KCNK3 block	HDAC3 inhib
CCN(CC(=O)Nc1c(F)cccc1F)C(=O)CCCc1cccs1
→ -39*	i	-3
Cc1ccc(NC(=O)C(C)OC(=O)CSc2ccccc2)cc1 (stereo not drawn)
→ i	i	14
CC(=O)Nc1ccc(C(=O)COC(=O)CN2C(=O)NC3(CCCCC3C)C2=O)cc1 (stereo not drawn)
→ i	i	-1
CC1(c2ccc3c(c2)OCCCO3)NC(=O)N(CC(=O)Nc2cccc(C#N)c2)C1=O (stereo not drawn)
→ i	i	-1
Cc1cccc(C)c1NC(=O)CN(C)C(=O)CCC(=O)N1CCOCC1
→ i	i	-4
COc1cc(C(=O)NC2CCCC(C)C2C)ccc1OCC(=O)N1CCOCC1 (stereo not drawn)
→ i	i	1
CN(CC(=O)Nc1ccccc1Cl)C(=O)COC(=O)c1ccc(-c2ccc(O)cc2)cc1
→ i	i	-8
COc1ccc(C2(c3ccc(OC)cc3)NC(=O)N(CC(=O)NC3(C#N)CCCC3)C2=O)cc1
→ i	i	1
Cc1ccc(C)c(N)c1
→ i	i	-5
CC12CCC(=O)N1C(C(=O)Nc1cc(Cl)ccc1N1CCCC1)CS2 (stereo not drawn)
→ i	i	3
O=C(COC(=O)CCc1ccccc1)NNC(=O)c1ccccc1
→ i	i	-6
CN(C(=O)CN1C(=O)c2ccc([N+](=O)[O-])cc2C1=O)C1CCCCC1
→ i	i	-1
Cc1noc(C)c1S(=O)(=O)N(C)C[C@H]1Oc2ccc(NC(=O)NC3CCCCC3)cc2C(=O)N([C@H](C)CO)C[C@@H]1C
→ i	i	0
O=C(CN1C(=O)NC2(CCCCC2)C1=O)Nc1ccc(Cl)cc1
→ i	i	7
O=C(COC(=O)C12CC3CC(CC(C3)C1)C2)NCc1ccccc1
→ i	i	14
O=C(CCN1CCOCC1)NNC(=O)c1ccc([N+](=O)[O-])cc1[N+](=O)[O-]
→ i	i	-1
CCCn1c(N)c(C(=O)CSc2nnc(C3CC3)n2C2CC2)c(=O)[nH]c1=O
→ i	i	-2
CC(Sc1nnc(C(F)(F)F)n1C)C(=O)Nc1ccc(N2CCOCC2)cc1 (stereo not drawn)
→ i	i	6
Cc1n[nH]c(C)c1S(=O)(=O)N1CCCC(C(=O)O)C1 (stereo not drawn)
→ i	i	-6
Cc1ccc(S(=O)(=O)Nc2ccc3c(c2)C(=O)N([C@H](C)CO)C[C@@H](C)[C@@H](CN(C)C(=O)Nc2cccc4ccccc24)O3)cc1
→ i	i	2
Cn1nnnc1SCC(=O)Nc1cccc(S(=O)(=O)N2CCCCC2)c1
→ i	i	4
COc1cc(OC)cc(C(=O)N[C@H](C(=O)OCC(=O)Nc2cccnc2Cl)C(C)C)c1
→ i	i	4
CC(Nc1ccc2ccccc2c1)C(=O)N/N=C/c1ccncc1 (stereo not drawn)
→ i	i	0
Cc1cc(OCCN2CCN(S(=O)(=O)c3ccccc3F)CC2)ccc1C(C)C
→ i	i	2
CCCN(CC(=O)Nc1ccccc1OC)C(=O)CN1C(=O)NC2(CCCCC2)C1=O
→ i	i	1
C[C@H](CO)N1C[C@H](C)[C@@H](CN(C)S(=O)(=O)c2ccc(F)cc2)Oc2ccc(NS(=O)(=O)c3ccc(F)cc3)cc2C1=O
→ i	i	?
CSCCC(NC(=O)c1ccccc1)C(=O)N1CCN(C(C)=O)CC1 (stereo not drawn)
→ i	i	-9
COc1ccc(S(=O)(=O)N2CCCCCC2)cc1NC(=O)CCCOc1ccccc1
→ i	i	-6
COC(=O)C1=C(C)N(Cc2ccccc2)C(=NCCc2c[nH]c3ccccc23)N[C@H]1c1ccccc1
→ i	i	6
CC(=O)N1c2ccccc2[C@H](C)[C@H]1C
→ i	i	0
Oc1cc(NCc2ccc(Cl)cc2)cc2cccnc12
→ i	i	-2
CCc1ccccc1OCC(=O)OCC(=O)Nc1cc(C)on1
→ i	i	-4
NS(=O)(=O)c1ccc(CNC(=S)NC(=O)c2ccco2)cc1
→ i	i	1
O=C(COC(=O)Cc1ccccc1F)NCCc1ccccc1
→ i	i	2
C[C@H](CO)N1C[C@H](C)[C@@H](CN(C)S(C)(=O)=O)Oc2ccc(NC(=O)C3CC3)cc2C1=O
→ i	i	0
CC1(C)CCC[C@]2(C)[C@H]3Cc4cc(O)ccc4O[C@]3(C)CC[C@@H]12
→ i	i	11
COCCn1c(SCC(=O)c2c(N)n(C3CC3)c(=O)[nH]c2=O)nc2ccccc21
→ i	i	1
Cc1ccc(C(=O)NCC(=O)OCN2C(=O)c3ccccc3C2=O)cc1C
→ i	i	-4
CS(=O)(=O)c1cccc(-c2csc(N3CCC(C(N)=O)CC3)n2)c1
→ i	i	-8
O=C(c1ccc(Cl)s1)N1CCN(S(=O)(=O)c2ccc(Cl)cc2)CC1
→ i	i	-5

# Entries shown so far with an aryl thioether with sulfur outside any ring:
# Values in the order: ANO1 activ	KCNK3 block	HDAC3 inhib
Cn1nnnc1Sc1ncnc2scc(-c3ccc([N+](=O)[O-])cc3)c12
→ i	i	1
Nc1c(C(=O)CSc2nc(-c3ccccc3)cs2)c(=O)[nH]c(=O)n1C1CC1
→ i	i	0
Cc1ccc(NC(=O)C(C)OC(=O)CSc2ccccc2)cc1 (stereo not drawn)
→ i	i	14
CCCn1c(N)c(C(=O)CSc2nnc(C3CC3)n2C2CC2)c(=O)[nH]c1=O
→ i	i	-2
CC(Sc1nnc(C(F)(F)F)n1C)C(=O)Nc1ccc(N2CCOCC2)cc1 (stereo not drawn)
→ i	i	6
Cn1nnnc1SCC(=O)Nc1cccc(S(=O)(=O)N2CCCCC2)c1
→ i	i	4
COCCn1c(SCC(=O)c2c(N)n(C3CC3)c(=O)[nH]c2=O)nc2ccccc21
→ i	i	1

# Other results follow.
# Values in the order: ANO1 activ	KCNK3 block	HDAC3 inhib
CC(C(=O)Nc1ccccc1)N1CCN(C(=O)c2ccco2)CC1 (stereo not drawn)
→ i	i	-1
O=C(COC(=O)c1ccccc1)Nc1cc(S(=O)(=O)N2CCCCCC2)ccc1Cl
→ i	i	-1
CC(OC(=O)c1ccccc1C(=O)N(C)C1CCCCC1)C(=O)NC1(C#N)CCCCC1 (stereo not drawn)
→ i	i	-2
Cc1cc(C)c(CN2CCN(C(=O)Cn3ccc(N)nc3=O)CC2)c(C)c1
→ i	i	-10
O=S(=O)(Nc1ccc2cn[nH]c2c1)c1cc(Br)ccc1Br
→ i	i	3
COCCN(CC(=O)Nc1cccc(C)c1C)C(=O)Cn1c(=O)cnc2ccccc21
→ i	i	-1
CC(=O)N1CCN(C(=O)c2cccc(S(=O)(=O)N3c4ccccc4CC3C)c2)CC1 (stereo not drawn)
→ i	i	-6
COc1ccccc1CNC(=O)c1cc(-c2ccccc2C)nn1CC1CC(c2cccnc2)=NO1 (stereo not drawn)
→ i	i	-5
O=C(CCc1nc(-c2ccccc2)no1)Nc1cccc(C(=O)NC2CC2)c1
→ i	i	7
CC(C)NS(=O)(=O)c1ccc(NC(=O)C(C)OC(=O)CCC2CCCC2)cc1 (stereo not drawn)
→ i	i	24
Cc1ccc(/C=C/S(=O)(=O)NCC(=O)OCC(=O)Nc2ccc(C(=O)N(C)C)cc2)cc1
→ i	i	-7
C=CCn1c(SCC(=O)c2c(N)n(C3CC3)c(=O)[nH]c2=O)nnc1-c1ccoc1C
→ i	i	-13
CN(c1ccccc1)S(=O)(=O)c1cccc(NC(=O)C2=NN(c3ccccc3)C(=O)CC2)c1
→ i	i	1
CC1Sc2ccc(C(=O)NCc3ccccn3)cc2NC1=O (stereo not drawn)
→ i	i	4
CC1CCC(CN2C(Nc3ccccc3)=NC[C@@H]2Cc2ccccc2)CC1 (stereo partly drawn)
→ i	i	1
COc1ccc(NC(=O)c2nc3nccc(C)n3n2)cc1S(=O)(=O)N1CCOCC1
→ i	i	1
CCNC(=O)NC(=O)CSc1ccc(S(=O)(=O)N2CCOCC2)cn1
→ i	i	-4
COc1cc(F)cc(C2=CC(=O)C[C@H](c3ccc(F)cc3)C2)c1
→ i	i	5
C[C@@]12C(=O)N(c3cccc(F)c3)C(=O)N1[C@@H]1c3ccccc3OC[C@@H]1[C@H]2c1ccccc1
→ i	i	11
